# TrxR1 inh: rat TrxR1 inhibition; AID 588453; O89049; actives 1% (n = 390,000); recombinant rTrxR1, NADPH fluorescence consumption, selenite substrate; Potency, µM (highest dose often 114 µM), without a hit: top-dose activity change, negative = inhibition, hits mostly inhibitors; also: % is scaled to controls: 0 for no effect and ±100 for the full control effect; nearly all actives have a fitted effect of over 65% in size
#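 Rat TrxR1 (90 nM in the dispensed reagent) was pre-reduced with 400 uM NADPH for 5 min at room temperature, then incubated with compound for 15 min. After 400 uM selenite was added, NADPH fluorescence (Ex 340/Em 450 nm) was followed for 8 min.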
# HP1b chromo inh: inhibitors of HP1-beta chromodomain binding to methylated histone tails. actives 0.56% (n = 390,000). AID 540317. AlphaScreen HP1-beta / biotin-H3K9me3 peptide binding. Potency, µM (titrated, usually from 114 µM), for inactives: top-dose activity change, negative = inhibition, most hits filed as inhibitors; also: nearly all actives have a fitted effect of over 70% in size; inactives centre near 23
# Target sequence (P83916 whole entry, looked up): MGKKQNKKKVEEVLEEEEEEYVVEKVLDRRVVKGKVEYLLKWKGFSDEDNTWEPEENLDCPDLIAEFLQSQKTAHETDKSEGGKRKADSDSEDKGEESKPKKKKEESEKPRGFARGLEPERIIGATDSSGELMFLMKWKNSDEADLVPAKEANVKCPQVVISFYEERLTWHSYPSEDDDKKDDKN
#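 HP1-beta protein (50 nM final) preincubated 30 min at room temperature with biotinylated H3(1-18)K9me3 peptide (50 nM) in PBS pH 7.4, 0.01% Tween-20, then compound added for 30 min. AlphaScreen streptavidin donor/nickel chelate acceptor beads (10 ug/mL final), 30 min dark, luminescence read.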
# Pin1 inhibitor: human Pin1 inhibition | Q13526 | Pin1 FP peptide displacement, HiFluor488, 10 min | Potency, µM (series often up to 115 µM), for the others: at the highest dose activity, negative = inhibition, most hits filed as inhibitors | actives 0.009% (n = 390,000) | AID 504891; active = well fitted inhibition curve with a large enough effect in the polarisation, with a control signal flat, not every such curve was filed as active; inconclusive = small, poorly fitted or top-dose-only effect, or effect the other way, or a change in a side signal; inactive = no such curve, though single readings can be large or run the other way; the % refers to the polarisation; also: % is scaled to controls: 0 for no effect and ±100 for the full control effect
# Target sequence (Q13526 whole entry, looked up): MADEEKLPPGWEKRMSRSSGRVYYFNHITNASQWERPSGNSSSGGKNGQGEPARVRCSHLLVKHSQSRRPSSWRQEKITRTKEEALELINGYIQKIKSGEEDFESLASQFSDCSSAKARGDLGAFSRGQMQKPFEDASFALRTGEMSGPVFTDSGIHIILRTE
# PGK inhibitor: blocks T. brucei phosphoglycerate kinase; actives 0.043% (n = 380,000); PGK/GAPDH coupled, Kinase-Glo luminescence, 60 min; AID 602233; Potency, µM (series often up to 57.5 µM), inactives show at the highest dose activity change, negative = inhibition, most hits filed as inhibitors; also: % is scaled to controls: 0 for no effect and ±100 for the full control effect; nearly all actives have a fitted effect of over 60% in size
# Target sequence (P07378 whole entry, looked up): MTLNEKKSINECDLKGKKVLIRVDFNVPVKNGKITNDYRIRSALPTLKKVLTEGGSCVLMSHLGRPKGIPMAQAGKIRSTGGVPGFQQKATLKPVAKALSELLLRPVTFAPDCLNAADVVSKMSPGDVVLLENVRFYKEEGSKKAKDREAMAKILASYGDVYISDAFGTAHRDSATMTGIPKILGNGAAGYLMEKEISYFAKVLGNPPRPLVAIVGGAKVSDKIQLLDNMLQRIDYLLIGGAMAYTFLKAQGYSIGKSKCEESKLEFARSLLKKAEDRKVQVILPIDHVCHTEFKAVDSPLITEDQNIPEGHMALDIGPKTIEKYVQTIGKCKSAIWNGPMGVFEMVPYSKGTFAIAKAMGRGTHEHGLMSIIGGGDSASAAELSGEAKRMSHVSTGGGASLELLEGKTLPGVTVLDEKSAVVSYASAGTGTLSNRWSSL
#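 Recombinant glycosomal PGK reaction used 1,3-bisphosphoglycerate generated in-well by GAPDH (100nM final) in 100mM TEA pH 7.6, 5mM MgCl2, 0.01% Tween-20. After 60 minutes at room temperature, ATP was read by Kinase-Glo Plus luminescence end-point.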
# RGS4 inhibitor: blocks human RGS4-accelerated GTP hydrolysis; Transcreener GDP fluorescence polarization, RGS4-accelerated GTP hydrolysis; actives 0.039% (n = 390,000); AID 504845; P49798; Potency, µM (titrated, usually from 114 µM), inactives show at the highest dose activity change, negative = inhibition, most hits filed as inhibitors; also: % is scaled to controls: 0 for no effect and ±100 for the full control effect; nearly all actives have a fitted effect of over 75% in size; some results filed as inactive show a strong effect at the top dose
# Target sequence (P49798 whole entry, looked up): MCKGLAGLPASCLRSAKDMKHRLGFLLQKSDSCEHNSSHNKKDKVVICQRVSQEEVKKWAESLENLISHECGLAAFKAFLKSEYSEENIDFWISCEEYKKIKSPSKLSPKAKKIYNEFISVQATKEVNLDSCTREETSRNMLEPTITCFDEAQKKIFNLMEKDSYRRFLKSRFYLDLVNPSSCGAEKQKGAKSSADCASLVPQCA
#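 MLSMR compounds (23 nl, pin-transferred) preincubated 10 min at room temperature with a 500nM (2x) first reagent, then RGS4 at 900nM (2x) plus Transcreener GDP mix added; fluorescence polarization (620/688 nm) read before and after 90 min at 30 °C.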
# GLS inhibitor: blocks human kidney-isoform glutaminase activity; GLS enzymatic activity, qHTS titration; Potency, µM (highest dose often 45.5 µM), for the others: at the highest dose activity change, negative = inhibition, usual class: inhibitors; actives 0.21% (n = 410,000); AID 624170; also: % is scaled to controls: 0 for no effect and ±100 for the full control effect
#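 Enzyme dispensed in phosphate buffer (45 mM, pH 8.2, 0.02% Tween-20), compounds pinned in, then 1 mM L-glutamine solution and the glutamate oxidase–HRP–Amplex Red mix added; fluorescence read immediately and again after 30 min at room temperature.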
# ERG-DNA inh: ERG Ets/DNA interaction inhibition. AID 624246. actives 0.028% (n = 370,000). fluorescence polarization, His-ERG Ets domain / labelled DNA. Potency, µM (titrated, usually from 76.9 µM), without a hit: top-dose FP activity, negative = inhibition, usual class: inhibitors; active = well fitted inhibition curve with a large enough effect in the polarisation, with a control signal flat; inconclusive = small, poorly fitted or top-dose-only effect, or effect the other way, or a change in a side signal; inactive = no such curve, though single readings can be large or run the other way; the % refers to the polarisation;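 also: polarization taken with two DNA probes labelled with fluorescein and Texas red; % of control where 0% means no effect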
#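 His-tagged ERG Ets domain (1 uM in the protein solution; 300mM KCl, 50mM Tris-HCl, 1mM EDTA, 1mM DTT, pH 7.5) received compound, then a probe mix of 5 nM fluorescein-DNA and 100nM Texas-615-DNA. Fluorescence polarization was read for both dyes.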
# ALOX12 inh: ALOX12 (human) lipoxygenase inhibition. AID 1671190. actives 1.1% (n = 580,000). purified 12hLO, xylenol orange hydroperoxide absorbance. Potency, µM (titrated, usually from 108 µM), without a hit: at the top dose activity change, negative = inhibition, most hits filed as inhibitors. P18054; also: % is scaled to controls: 0 for no effect and ±100 for the full control effect
#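 Purified human 12hLO at 150 nM in 25 mM Hepes, 0.01% Triton X-100, pH 7.0, preincubated 15 min at room temperature with compound. Reaction started with 40 uM arachidonic acid, 30 min at room temperature. Hydroperoxide measured by Fe-xylenol orange, 573/405 nm absorbance ratio.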
# JMJD2A Tudor inh: blocks the human JMJD2A Tudor domain; AlphaScreen JMJD2A-Tudor / H3K4me3 peptide binding; Potency, µM (top dose mostly 114 µM), for inactives: at the top dose activity change, negative = inhibition, most hits filed as inhibitors; actives 4.4% (n = 390,000); AID 504339; also: % is scaled to controls: 0 for no effect and ±100 for the full control effect; nearly all actives have a fitted effect of over 50% in size
# * marks the source's active call; other numbers are inactive results; i = inactive; ? = inconclusive; / = not tested or not shown; [ ] = dose if it differs, or a comment. Unless noted, calls follow the shape of the dose curve; as a rule, active = well fitted curve in the direction sought with a large enough effect; inconclusive = small, poorly fitted or top-dose-only effect, or another doubt; inactive = no such curve, though single readings can be large; an effect the other way counts as inactive or inconclusive. Potency is read from the fitted curve at half-maximal effect. This is a subset; the hit share may differ from the screen's.
# A first look:
PGK inhibitor	ERG-DNA inh	HP1b chromo inh	GLS inhibitor	RGS4 inhibitor	Pin1 inhibitor	JMJD2A Tudor inh	ALOX12 inh	TrxR1 inh	compound
6.7%	-3.0%	29.8%	-9.1%	10.2%	29.5%	-11.9%	-0.6%	34.1%[activator]	COc1ccc(C(=O)Nc2ccc3nc(SCC(=O)N4CCCc5ccccc54)sc3c2)cc1
-3.1%	/	31.8%	4.4%	1.6%	-11.4%	-1.7%	8.1%[57.4 µM]	24.9%	COc1ccc(CCNC(=O)CN(c2ccccc2OC)S(C)(=O)=O)cc1OC
-2.1%	12.6%	20.6%	-3.5%	0.8%	-0.9%	22.4µM*	9.5%	3.2%	Cc1c2n(c3ccccc13)CCN(C)C2
-5.5%	0.9%	38.2%[activator]	0.0%	17.3%	-2.0%	3.4%	133.7%[activator]	19.0%[57.1 µM]	CC(C)C[C@H](N)c1nnc(SCc2ccc(Cl)cc2)o1

# The list itself (from the top)
PGK inhibitor	ERG-DNA inh	HP1b chromo inh	GLS inhibitor	RGS4 inhibitor	Pin1 inhibitor	JMJD2A Tudor inh	ALOX12 inh	TrxR1 inh	compound
6.7%	-3.0%	29.8%	-9.1%	10.2%	29.5%	-11.9%	-0.6%	34.1%[activator]	COc1ccc(C(=O)Nc2ccc3nc(SCC(=O)N4CCCc5ccccc54)sc3c2)cc1
-3.1%	/	31.8%	4.4%	1.6%	-11.4%	-1.7%	8.1%[57.4 µM]	24.9%	COc1ccc(CCNC(=O)CN(c2ccccc2OC)S(C)(=O)=O)cc1OC
-2.1%	12.6%	20.6%	-3.5%	0.8%	-0.9%	22.4µM*	9.5%	3.2%	Cc1c2n(c3ccccc13)CCN(C)C2
-5.5%	0.9%	38.2%[activator]	0.0%	17.3%	-2.0%	3.4%	133.7%[activator]	19.0%[57.1 µM]	CC(C)C[C@H](N)c1nnc(SCc2ccc(Cl)cc2)o1
i	10.3%	47.9%[activator]	-1.4%	30.6%	-1.3%	-3.9%	0.0%	26.3%	Cc1cc(NC(=O)Cc2ccsc2)ccc1Br
7.9%	-5.2%	26.8%	-0.6%	23.1%	-0.9%	-9.9%	-9.1%	6.8%	CC1CCN(S(=O)(=O)N2CCC(C(=O)NCc3cccnc3)CC2)CC1
/	-1.0%	39.1%[activator]	8.5%	-15.2%	1.3%	-24.5%	-7.5%	13.1%	O=C(CSc1nnnn1-c1ccccc1)c1ccco1
1.9%	0.0%	11.4%	8.0%	24.1%	4.1%	0.0%	339.2%[activator]	0.0%	OCC#Cc1cnc2ccccc2c1
-3.1%	-5.3%	15.3%	7.6%	16.2%	-3.2%	-11.0%	0.0%	-0.8%	COc1cc(-c2nnc(CSc3nnc4nc(C)cc(C)n34)o2)cc(OC)c1OC
-0.7%	4.8%	32.1%[activator]	-10.7%	-40.5%	2.1%	-11.0%	3.8%	-5.3%	Cc1ccc(S(=O)(=O)NCC(=O)OC(C)C(=O)NC2CCCCC2C)cc1C (configuration not stated)
0.9%	0.2%	23.4%	5.2%	-21.3%	10.7%	-23.8%	-14.2%	1.4%	Cc1ccc(CNC(=O)CSc2nnc(C)c3c(C)n(-c4ccccc4)nc23)cc1
3.4%	8.9%	19.5%	15.2%	-11.7%	-4.3%	-9.9%	21.9%	-8.5%	Cc1ccccc1Cn1nc(C)c(NC(=O)/C=C/c2cnn(C)c2C)c1C
-8.8%	-3.4%	4.2%	-0.5%	-14.7%	-0.6%	-10.9%	-0.7%	12.8%[57.1 µM]	COc1cccc(N(C(=O)c2csnn2)C(C(=O)NC2CCCC2)c2ccccc2)c1 (configuration not stated)
-6.4%	-2.5%	24.6%	31.5%[activator]	-10.8%	-2.8%	-7.9%	23.0%	-6.9%[57.1 µM]	Nc1nc(CN2CCCCC2)cs1
-4.6%	-1.1%	14.1%	0.2%	-11.6%	-3.1%	-21.5%	20.1%	6.0%	O=C(O)C1C2CCC(C2)C1C(=O)NCCC1=CCCCC1 (configuration not stated)
3.4%	-2.1%	28.3%	19.7%	10.0%	0.7%	-23.3%	4.0%	9.8%	CN(Cc1cccnc1)Cc1cn(C)nc1-c1ccc(Oc2ccccc2)cc1
5.1%	-3.9%	43.9%[activator]	-2.3%	10.0%	-6.8%	?	0.2%	-15.3%	COc1ccc(-c2nnc(NC(=O)CS(=O)(=O)c3ccc(F)cc3)o2)cc1
-2.6%	5.9%	-13.5%	27.9%	?	-6.2%	-15.4%	?	-2.7%	O=C1C=CC(=C(c2ccc(O)cc2)c2ccc(O)cc2)C=C1
-5.2%	2.5%	39.3%[activator]	4.0%	6.9%	5.9%	-29.8%	1.3%	4.5%	Cc1nnc(NC(=O)c2ccc(S(=O)(=O)N3CCc4ccccc4C3)cc2)o1
-9.6%	0.7%	26.6%	7.3%	-24.6%	4.8%	-13.7%	5.9%	11.4%	COc1cccc(C2c3[nH]c4ccccc4c3C[C@H]3C(=O)N(CCCCCO)CC(=O)N23)c1 (some centres not stated)
/	-2.9%	?	12.9%	-16.2%	1.7%	12.6µM*	?	?	CN(C)c1ccc(-c2nc3ccccn3c2Nc2ccc3c(c2)OCCO3)cc1
4.3%	-2.2%	37.8%	2.7%	16.2%	-1.0%	8.2%	-0.4%	-7.3%[57.1 µM]	O=C(Cn1c(=O)oc2ccccc21)c1ccccc1
-2.1%	/	15.4%	21.7%	30.2%	-0.4%	-14.0%	18.3%	11.1%	CC(Sc1nnnn1C)C(=O)Nc1ccccc1-c1ccccc1 (configuration not stated)
-7.3%	-7.9%	43.2%[activator]	-7.1%	-23.3%	0.4%	7.0%	-16.8%	12.2%	COC(=O)C(COC(=O)c1c(F)cccc1F)NC(=O)c1c(F)cccc1F (configuration not stated)
i	-7.0%	13.5%	-11.2%	25.2%	-0.9%	-10.3%	?	15.0%	CC(C)Cn1cc(C(=O)NCCCN2CCCC2=O)c2c3ccccc3n(C)c2c1=O
3.7%	8.3%	100.1%[activator]	9.6%	6.6%	4.6%	?	-0.7%	-15.2%	O=C(c1n[nH]c(=O)c2ccccc12)N1CCN(C2c3ccccc3-c3ccccc32)CC1
4.1%	2.5%	7.3%	18.6%	-7.6%	0.7%	-13.1%	1.1%	-7.0%	COc1cc(NC(=O)c2cnn3c(C)cc(C)nc23)c(OC)cc1Cl
-1.6%	64.3%[activator]	-3.4%	7.2%	2.7%	?	-8.3%	97.7%[activator]	3.3%[57.1 µM]	Cc1cc(-c2c(C(=O)N3CCOCC3)c(C)nn2-c2ccccc2)no1
-6.6%	4.8%	55.9%[activator]	7.9%	13.5%[56.9 µM]	?	-7.6%[57.1 µM]	0.0%	4.9%	Cc1ccccc1-c1nnn(CC(=O)c2ccc(S(=O)(=O)N3CCCC3)cc2)n1
-0.4%	9.1%	1.1%	-2.5%	17.2%	-4.8%	?	203.4%[activator]	10.7%	O=C(COC(=O)c1cc([N+](=O)[O-])ccc1N1CCOCC1)Nc1ncc(Cl)cc1Cl
-5.5%	-3.1%	40.9%[activator]	-6.4%	-12.2%	-2.2%	-9.9%	-8.4%	29.2%[57.1 µM]	COc1cc(C(C(=O)NC2CCCC2)N(Cc2ccccc2)C(=O)c2snc(C(N)=O)c2N)ccc1O (configuration not stated)
i	6.7%	15.4%	14.0%	-8.6%	1.0%	-6.8%	?	-2.9%	O=C(COC(=O)C1=COCCO1)Nc1cc(Cl)c(Cl)cc1Cl
-4.6%	-10.0%	-25.3%	-2.5%	-0.2%	2.8%	-16.9%	?	?	O=C(/C=C/c1ccco1)Nc1ccc(S(=O)(=O)N2CCOCC2)cc1
i	0.8%	18.2%	1.5%	30.3%	-5.9%	-9.5%	-5.2%	42.2%	CCOc1cccc2cc(-c3nc4sc5c(c4c(=O)[nH]3)CCC(C(C)(C)C)C5)c(=O)oc12 (configuration not stated)
0.2%	3.4%	30.6%	3.3%	-14.6%	-5.1%	-2.8%	?	-7.5%	Cc1ccc2cc(CCNC(=O)C(C)C)c(=O)[nH]c2c1C
-2.0%	12.3%	75.5%[activator]	-3.1%	1.8%	-4.2%	-15.9%	-3.1%	16.9%	CCC(C(=O)N1CCCC1)n1nc(C)c2c(C)n(-c3ccccc3)nc2c1=O (configuration not stated)
-1.2%	-4.3%	47.4%[activator]	-9.8%	-12.9%	-2.7%	5.8%	0.0%	24.2%	CN(C)CCCNC(=O)c1cc(C(=O)c2ccccc2F)c[nH]1
1.5%	-7.2%	36.7%	-6.0%	-7.9%	-0.8%	-17.9%	0.0%	6.8%	O=C(c1c(O)c2ccccc2oc1=O)C1CCCCC1
-0.8%	9.7%	56.7%[activator]	3.3%	-12.0%	6.4%	-6.4%	0.6%	11.6%	CCCc1cc(=O)[nH]c(SCc2cc(Cl)ccc2OC(F)F)n1
?	4.2%	38.4%	0.4%	1.8%	-3.3%	7.7%	-0.8%	21.2%	COc1ccc(C(=O)NNC(=O)c2ccccn2)cc1
